BL2 CD40 inh: inhibitors of CD40-induced NF-kB signaling, primary screen, BL2 cells, luciferase reporter, single point | CD40L-induced, 4 h | inhibition, % at 10 µM | 0.94% of 83,000 active;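 active = mean inhibition of at least 50% with a set share of replicates also reaching that level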;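 note: 0% = neutral control wells and 100% = IKK inhibitor VII at 50 µM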
The depositor's hits bear a star; & = joins results of further samples; [ ] = dose if it differs, or a comment.

SMILES	BL2 CD40 inh
O=C1C2C3C=CC(C3)C2C(=O)N1c1ccc2c(c1)CCC2 (stereo unspecified)	1
CN(C)CC(=O)N[C@H]1CC[C@H](CCNC(=O)C2CCC2)O[C@@H]1CO	-7[25 µM]
COc1ccccc1N(CCOc1ccccc1)S(=O)(=O)c1ccccc1	30
O=C1c2ccccc2C(Nc2ccc(Cl)cc2)N1CCN1CCOCC1 (stereo unspecified)	-1
CSCCC1NC(=O)N(CC(=O)N2CCc3ccccc3C2)C1=O (stereo unspecified)	-6
Cc1ccc(NC(=O)CN2C(=O)NC(Cc3ccccc3)C2=O)cc1Cl (stereo unspecified)	8
Cc1ccc(/C=N/NC(=O)c2ccc3nc[nH]c3c2)s1	-26
Cc1nc2c(F)c(F)c(C(F)(F)F)c(F)c2[nH]1	10
C[C@H](CO)N1C[C@H](C)[C@H](CN(C)C(=O)CCC(F)(F)F)OCc2cn(nn2)CCCC1=O	-6[25 µM]
CC(C)CC(N)C(=O)OCc1ccc([N+](=O)[O-])cc1 (stereo unspecified)	6
O=C(NCC(c1ccccc1)N1CCCC1)C1CCN(C(=O)Nc2ccccc2)CC1 (stereo unspecified)	7
CC(=O)N1CCCCN2[C@H](CO)[C@@H](c3ccc(-c4ccccc4)cc3)[C@H]2C1	5[25 µM]
N#Cc1c(N)nc2c(c1N)CC(=O)N2c1ccc(Cl)cc1	-12
COc1ccc(N2C(=O)C3C4C=CC(C4)C3C2=O)c([N+](=O)[O-])c1 (stereo unspecified)	11
COCc1c(C(=O)Nc2nc(C)cs2)oc2ccccc12	-34
Cc1ccc(S(=O)(=O)N[C@H]2CC[C@H](CC(=O)NCc3ccncn3)O[C@H]2CO)cc1	-3[25 µM]
COc1cccc(CNC(=O)COC(=O)CCS(=O)(=O)c2ccc(C)cc2)c1	16
Cc1cc(N)n(-c2nc(-c3cccnc3)nc3ccccc23)n1	9
NS(=O)(=O)c1ccc(NC(=O)CNC(=O)c2ccc3c(c2)OCO3)cc1	-3
Cc1c(Cl)cccc1NC(=O)CNC(=O)Cc1n[nH]c(=O)c2ccccc12	-2

The list goes on; the last five above are carried over.
SMILES	BL2 CD40 inh
Cc1ccc(S(=O)(=O)N[C@H]2CC[C@H](CC(=O)NCc3ccncn3)O[C@H]2CO)cc1	-3[25 µM]
COc1cccc(CNC(=O)COC(=O)CCS(=O)(=O)c2ccc(C)cc2)c1	16
Cc1cc(N)n(-c2nc(-c3cccnc3)nc3ccccc23)n1	9
NS(=O)(=O)c1ccc(NC(=O)CNC(=O)c2ccc3c(c2)OCO3)cc1	-3
Cc1c(Cl)cccc1NC(=O)CNC(=O)Cc1n[nH]c(=O)c2ccccc12	-2
CCC(=O)c1ccc(O)cc1	-23
COc1ccc(CN2CCNC(=O)C2CC(=O)NCCSc2nccn2C)cc1OC (stereo unspecified)	-5
O=C1CNC[C@@H]2[C@H](c3ccc(C#CC4CCCCC4)cc3)[C@@H](CO)N12	-47[25 µM]
C/C(Cn1nnc2ccccc21)=N\NC(=O)c1cccc(Br)c1	-3
CC1(C)SCC2C(=O)N3C(CSC3(C)C)C(=O)N21 (stereo unspecified)	4
Cc1ccc(C)c(SCC(=O)NC2CCS(=O)(=O)C2)c1 (stereo unspecified)	25
C[C@@H]1CN(C)C(=O)c2ccccc2O[C@H]1CN(C)C	-55
CCCCCOC(=O)Cn1c(=O)oc2ccc(C)cc21	-11
CCCCN(C)C(=O)c1nc2ccccn2c1CN1CCN(c2ncccn2)CC1	3
CCCn1cnnc1CNC(=O)C1CCC(=O)N(CCCc2ccccc2)C1 (stereo unspecified)	10
COC(=O)CN1C(=O)CC(C)(C)S(=O)c2ccccc21 (stereo unspecified)	0
O=C(c1cccc(F)c1)N1CC(=O)N2[C@@H](CO)[C@H](c3ccc(C4=CCCCC4)cc3)[C@@H]2C1	5[25 µM]
O=P(Nc1ccccc1)(Nc1ccccc1)c1ccccc1	-5
CC(=O)Nc1ccc(OCc2ccc3c(c2)OCO3)cc1	-99
O=C(NC1CCCCC1)c1ccc(CNc2ccccc2)o1	-8
Cc1cccc(N2N=C(C(=O)Nc3nc(C)cs3)CCC2=O)c1	7
CC(C)CC(=O)OC1C(N2CCOCC2)c2c(ccc(/C=C/C(=O)N3CCOCC3)c2O)OC1(C)C (stereo unspecified)	-5
CC(=O)CSc1ccc(S(=O)(=O)N2CCN(C)CC2)cn1	7
Cc1ccccc1-c1ccc([C@@H]2[C@@H](CO)N3C(=O)CN(S(C)(=O)=O)C[C@@H]23)cc1	1[25 µM]
Cc1cc(=O)oc2cc(OCC(=O)N3CCN(c4ccccc4)CC3)ccc12	2

Fetched one by one from the entries so far, 2 records:
SMILES	BL2 CD40 inh
CCCCN(C)C(=O)c1nc2ccccn2c1CN1CCN(c2ncccn2)CC1	3
CCCn1cnnc1CNC(=O)C1CCC(=O)N(CCCc2ccccc2)C1 (stereo unspecified)	10

Additional compounds follow.
SMILES	BL2 CD40 inh
COC(=O)c1ccccc1S(=O)(=O)NNC(=O)c1nn(C)c(=O)c2ccccc12	20
CCCNC(=O)N1[C@H](CO)[C@H](c2ccccc2)[C@H]1CNC(=O)C1CC1	1[25 µM]
Cn1cc(CNC(=O)C2c3ccccc3Oc3ccccc32)cn1	2
CC(=O)NCCc1ccc(C(=O)COC(=O)c2cccs2)cc1	77*
CCOC(=O)c1c(CSc2ccccc2)n(C)c2ccc(O)c(CN3CCOCC3)c12	10
O=C1CCc2ccc(NC(=O)C3CC3)cc2N1	17
O=C(C[C@H]1C[C@@H]2c3cc(NC(=O)c4ccc5c(c4)OCO5)ccc3O[C@@H]2[C@H](CO)O1)NCCN1CCCCC1	-5[25 µM]
O=C(Nc1ncccc1O)c1ccc(NS(=O)(=O)c2ccc3[nH]c(=O)[nH]c3c2)cc1	-20
CCN1C(=O)C(=O)N(CC(=O)Nc2cc(C)ccc2C)C1=O	-5
CS(=O)(=O)N(CCc1ccccc1)CC(=O)Nc1ccc2c(c1)OCO2	-3
O=C(c1cccc(COCC(F)(F)C(F)F)c1)N1CCN(c2ccccc2)CC1	4
NC(=O)CCC(C(=O)O)N1C(=O)C2C3CCC(C3)C2C1=O (stereo unspecified)	6
CN(CC(=O)Nc1ccc(F)c(F)c1F)C(=O)CC1OC(=O)c2ccccc21 (stereo unspecified)	-2
CC1(C)Cc2cccc(OCC(=O)OCC(=O)Nc3ccc(C(N)=O)cc3)c2O1	2
O=C(C[C@H]1C[C@@H]2c3cc(NS(=O)(=O)c4ccc(F)cc4)ccc3O[C@@H]2[C@@H](CO)O1)NC1CCCC1	6
O=C(CSc1nc2ccccc2[nH]1)Nc1c(F)c(F)c(F)c(F)c1F	-3
C[C@@H]1CN([C@@H](C)CO)C(=O)c2c(c3ccccc3n2C)-c2ccccc2CO[C@@H]1CN(C)CC1CCCCC1	-3[25 µM]
N#C[C@H]1[C@H](c2ccc(C#Cc3cccc(F)c3)cc2)[C@@H](CO)N1C(=O)C1CCOCC1	44[25 µM]
O=C(Cc1coc2cc(O)ccc12)N1CCN(S(=O)(=O)c2ccc(Br)cc2)CC1	4
CCC(=O)N1CC2(C1)[C@H](c1ccc(-c3ccc(F)cc3)cc1)[C@H](CO)N2C(C)=O	-17[25 µM]
O=C(C1CC1)N1CC2(C1)[C@@H](c1ccccc1)[C@@H](CO)N2S(=O)(=O)c1ccccc1	-3[25 µM]
CCOc1ccc(NC(=S)Nc2ccc(Br)cc2Cl)cc1	4
CC(=O)Nc1cccc(NC(=O)c2c(-c3ccccc3)noc2C)c1	16
O=C(CCc1ccc(S(=O)(=O)NCc2ccccc2)cc1)NCc1cccnc1	9
COCCNC(=O)C[C@@H]1CC[C@H]2[C@@H](COC[C@H](O)CN2S(=O)(=O)c2ccccc2F)O1	-11[25 µM]
CC(NC(=O)C1CCN(S(=O)(=O)c2cnc[nH]2)CC1)c1ccccc1 (stereo unspecified)	7
Cc1cccc(C(=O)OCC(=O)N(CC(C)C)c2c(N)n(Cc3ccccc3)c(=O)[nH]c2=O)c1O	8
Cc1nn(C)cc1S(=O)(=O)NCc1ccc2c(c1)OCO2	7
C#CC1(NC(=O)NC(C)(C)C)CCCCC1	14
O=C(Nc1nc(-c2ccccn2)cs1)c1ncc(Cl)c(Cl)c1Cl	0
COc1ccc(C[C@@H]2CCn3nncc3COC[C@H](c3ccccc3)NC2=O)cc1	-6[25 µM]
O=C(COc1ncnc2scc(-c3ccccc3)c12)NCCN1C(=O)CSC1=O	18
CC1(CCc2ccccc2)NC(=O)NC1=O (stereo unspecified)	5
Cn1nc(C(C)(C)C)cc1C(=O)O	5
CCCCn1c(N)c(N(CCOC)C(=O)CSCC(=O)Nc2cccc(C)c2)c(=O)[nH]c1=O	3
O=C(C[C@@H]1C[C@H]2c3cc(NC(=O)c4cccnc4)ccc3O[C@H]2[C@H](CO)O1)NC1CCCC1	0
O=C(Nc1cc(F)ccc1F)N1C[C@@H]2[C@H](c3ccccc31)[C@H](CO)N2CC1CCCC1	7[25 µM]
CCOC(=O)c1nn(-c2ccccc2)c(=O)c2c(N)scc12	9
COc1ccccc1CNC(=O)C[C@@H]1CC[C@@H]2[C@H](COC[C@H](O)CN2Cc2ccc3c(c2)OCO3)O1	11[25 µM]
CCN(CC)C(=O)CSc1nc2c(sc(=S)n2-c2ccccc2)c(=O)[nH]1	1
C/C(=N\NS(C)(=O)=O)c1ccccc1	25
O=C(NCC1CC1)C1Cc2c(-c3ccc4c(c3)OCO4)ccnc2O1 (stereo unspecified)	10
O=C(NCc1ccccc1CN1CCCC1)C1CCN(S(=O)(=O)c2ccc(Cl)cc2)CC1	0
CC(C)N1CCN(Cc2cccc(-n3cccn3)c2)CC1CCO (stereo unspecified)	9
CCN(CC)S(=O)(=O)c1ccc(C(C)NCC(=O)Nc2ccccc2C(=O)NC2CC2)cc1 (stereo unspecified)	-24
Cc1cccc(C)c1OCCOC(=O)c1cccc(S(=O)(=O)N2CCOCC2)c1	-1
C[C@@H]1CN([C@@H](C)CO)C(=O)c2cc(C#CC3(O)CCCC3)cnc2O[C@@H]1CN(C)S(=O)(=O)c1ccccc1	-5[25 µM]
O=C(Nc1ccc2c(c1)OCO2)N1C[C@@H]2N[C@H](C1)C2c1ccc(C=Cc2ccccc2)cc1 (stereo partly specified)	28&36
COc1cccc(N(CC(=O)NC2CCCCCC2)S(=O)(=O)c2ccccc2)c1	2
NC(=O)c1coc(-c2ccccc2)n1	-3
Cc1cc(C)cc(OCC(=O)Nc2nc(-c3ccccn3)cs2)c1	10
CCCCOC(=O)Nc1ccc(C(C)C)cc1	-73
CC(NC(=O)c1cc2c(=O)n(C)c3ccccc3c2n1C)c1ccc2c(c1)OCCO2 (stereo unspecified)	8
COc1ccc(CNC(=O)COC(=O)C2(C)CC2(Cl)Cl)cc1 (stereo unspecified)	-8
O=C(C[C@@H]1CC[C@@H](NC(=O)CN2CCOCC2)[C@@H](CO)O1)NC1CCC1	-4[25 µM]
Cc1ccc(S(=O)(=O)N(C)C[C@H]2OCCCC[C@H](C)Oc3ccc(NS(=O)(=O)c4ccc(Cl)cc4)cc3C(=O)N([C@@H](C)CO)C[C@H]2C)cc1	-10
O=C(Oc1nsnc1N1CCCCC1)N1CCOCC1	11
O=C(Nc1ccccc1F)N1CC(=O)N2[C@H](C1)[C@H](c1ccc(-c3cccnc3)cc1)[C@@H]2CO	-10[25 µM]
Cc1ccc(-c2cnc(NC(=O)CCC(=O)N3CCCCC3)n2C)cc1	-9
Cc1[nH]c2ccccc2c1/C=N/NC(=O)CNC(=O)c1ccco1	13

Reformatted as a markdown table: entries from further up
| molecule | BL2 CD40 inh |
| --- | --- |
| C[C@H](CO)N1C[C@H](C)[C@H](CN(C)C(=O)CCC(F)(F)F)OCc2cn(nn2)CCCC1=O | -6[25 µM] |
| CC(C)CC(N)C(=O)OCc1ccc([N+](=O)[O-])cc1 (stereo unspecified) | 6 |
| O=C(NCC(c1ccccc1)N1CCCC1)C1CCN(C(=O)Nc2ccccc2)CC1 (stereo unspecified) | 7 |

Other records.
SMILES	BL2 CD40 inh
CC(=O)N(C)C[C@@H]1Oc2ccccc2C(=O)N(C)C[C@H]1C	11
COc1cc(CO)ccc1OCC(=O)Nc1cccc2ccccc12	-5
Cc1ccc(S(=O)(=O)N2CC[C@H]3[C@@H](CO)N(C)c4ccc(-c5ccccc5F)cc4[C@H]32)cc1	12[25 µM]
CC(C)NC(=O)C1(C)CCN1C(=O)c1cccc(F)c1 (stereo unspecified)	6
CCCCOC(=O)c1ccc(NC(=O)COC(=O)C2CSC3(C)CCC(=O)N23)cc1 (stereo unspecified)	-42
CN(c1ccccc1)S(=O)(=O)c1cccc(C(=O)NC2CC(C)(C)NC(C)(C)C2)c1	-4
O=[N+]([O-])c1ccccc1S(=O)(=O)Nc1ccc(-c2ccc(N3CCCC3)nn2)cc1	-30
COc1ccc(S(=O)(=O)N(C)C[C@@H]2Oc3ccc(NC(=O)Nc4ccc(C(F)(F)F)cc4)cc3C(=O)N([C@H](C)CO)C[C@H]2C)cc1	53*[25 µM]
O=C(c1ccc2c(c1)N(Cc1ccccc1F)C(=O)c1ccccc1S2)N1CCOCC1	-11
O=C(CN1C(=O)c2ccccc2S1(=O)=O)Nc1ccccn1	7
O=C(Nc1nsc(-c2ccccc2)n1)c1ccc(F)cc1	-74
C[C@H]1COCn2nncc2CC[C@@H](Cc2ccccc2)C(=O)N1	6
COc1ccc(-n2ncc3c2CC(C)(C)CC3NC(=O)c2cn[nH]c2)cc1 (stereo unspecified)	9
CCCCNc1ccc2nsnc2c1[N+](=O)[O-]	11
CN1[C@@H]2c3ccc(-c4cccnc4)c(=O)n3C[C@@H]2[C@@H](CO)[C@@H]1C(=O)NCC1CCCCC1	-1[25 µM]
C[C@@H]1CN(C(=O)c2nc3ccc(Cl)cn3c2CN(C)CCc2cnn(C)c2)C[C@H](C)O1	-42
O=C(Nc1ccon1)c1cccc(S(=O)(=O)N2CCCCC2)c1	26
CNC[C@H]1OCCCC[C@H](C)Oc2ccc(NS(=O)(=O)c3ccc(F)cc3)cc2C(=O)N([C@@H](C)CO)C[C@H]1C	-13[25 µM]

Sorted by molar mass (falling): some entries from above.
SMILES	BL2 CD40 inh
CC(C)CC(=O)OC1C(N2CCOCC2)c2c(ccc(/C=C/C(=O)N3CCOCC3)c2O)OC1(C)C (stereo unspecified)	-5
C[C@H](CO)N1C[C@H](C)[C@H](CN(C)C(=O)CCC(F)(F)F)OCc2cn(nn2)CCCC1=O	-6[25 µM]
CN1[C@@H]2c3ccc(-c4cccnc4)c(=O)n3C[C@@H]2[C@@H](CO)[C@@H]1C(=O)NCC1CCCCC1	-1[25 µM]

High-throughput results as filed in PubChem.

This is a subset; count on the stated rates, not on these rows.
